From PubChem BioAssay
CHO-K1 Ca antag – counter-screen for M1 antagonists: effect in parental CHO-K1 cells. ATP-induced calcium, Fluo-8 fluorescence. inhibition, % at 3 µM. 0.6% of 360,000 active. AID 602250;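 active = inhibition above a per-plate cutoff, the plate's mean sample inhibition plus 3 SD, cut at about 24% in these data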;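 also: 0% = DMSO plus EC80 ATP and 100% = DMSO alone without ATP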
TAAR1 antagonist – human TAAR1 antagonists, primary screen, Fluo-8 calcium fluorescence, CHO RD-HGA16 cells. Trace amine-associated receptor 1 (Homo sapiens), Q96RJ0. antagonist. inhibition, % at 3 µM. 1.5% of 360,000 active. AID 624466, 2012;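 active = inhibition above a per-plate cutoff, the mean inhibition of test compounds on that plate plus 3 SD, cut at about 49% in these data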;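 also: 0% = DMSO plus EC80 beta-PEA response and 100% = DMSO alone without agonist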
Target sequence (Q96RJ0 whole entry, looked up): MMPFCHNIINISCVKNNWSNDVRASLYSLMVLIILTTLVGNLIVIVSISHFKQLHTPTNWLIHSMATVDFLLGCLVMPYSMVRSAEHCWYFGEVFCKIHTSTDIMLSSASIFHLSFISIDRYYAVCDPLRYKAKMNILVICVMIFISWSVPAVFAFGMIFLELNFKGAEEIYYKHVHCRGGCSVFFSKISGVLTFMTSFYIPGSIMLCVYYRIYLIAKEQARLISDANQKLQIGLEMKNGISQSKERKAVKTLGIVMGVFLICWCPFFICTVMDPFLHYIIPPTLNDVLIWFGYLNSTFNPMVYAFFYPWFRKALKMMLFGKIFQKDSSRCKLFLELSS
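Test system – hTAAR1-expressing CHO RD-HGA16 cells, Gα16-coupled · Reagent – β-PEA at EC80 concentration, post-compound challenge · Compound dosing – 3 µM, single point · Timing – 140 s kinetic read after compound, 140 s after agonist · Detection – Fluo-8 intracellular calcium dye fluorescence, real-time kinetic reads · Control set – DMSO and EC80 PEA controls · Repeats – n of 1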
TAAR1 agonist – human TAAR1 agonists, primary screen, Fluo-8 calcium fluorescence, CHO RD-HGA16 cells | vehicle wells 0%, saturating PEA agonist 100% | activation, % at 3 µM | 0.99% of 360,000 active | AID 624467, 2012;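 active = activation above the mean activation of all test compounds in the run plus 3 SD, cut at about 38% in these data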
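Test system: RD-HGA16 (CHO) cells co-expressing Gα16 and hTAAR1 | Doses: Single dose, 3 µM | Schedule: 17-24 h seeding, 75 min 37 °C dye, 30 min RT | Evaluation: % activation from peak over basal fluorescence ratio, DMSO-to-PEA scaled | Technique: Kinetic Fluo-8 calcium fluorescence | Benchmarks: Low control DMSO, high control PEA (EC100)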
CHRM1 agonist – human M1 muscarinic receptor agonists, primary screen, Fluo-8 calcium fluorescence, CHO-K1 cells, HTS | Muscarinic acetylcholine receptor M1 (Homo sapiens), P11229 | CHO-K1 hM1, agonist mode; 0% DMSO, 100% acetylcholine EC100 | activation, % at 3 µM | 0.33% of 360,000 active | AID 588814, 2011;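 active = activation above the run's mean compound activation plus 3 SD, cut at about 16% in these data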;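 also: peak over basal fluorescence ratio within a 140 s kinetic read after compound addition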
Target sequence (P11229 whole entry, looked up): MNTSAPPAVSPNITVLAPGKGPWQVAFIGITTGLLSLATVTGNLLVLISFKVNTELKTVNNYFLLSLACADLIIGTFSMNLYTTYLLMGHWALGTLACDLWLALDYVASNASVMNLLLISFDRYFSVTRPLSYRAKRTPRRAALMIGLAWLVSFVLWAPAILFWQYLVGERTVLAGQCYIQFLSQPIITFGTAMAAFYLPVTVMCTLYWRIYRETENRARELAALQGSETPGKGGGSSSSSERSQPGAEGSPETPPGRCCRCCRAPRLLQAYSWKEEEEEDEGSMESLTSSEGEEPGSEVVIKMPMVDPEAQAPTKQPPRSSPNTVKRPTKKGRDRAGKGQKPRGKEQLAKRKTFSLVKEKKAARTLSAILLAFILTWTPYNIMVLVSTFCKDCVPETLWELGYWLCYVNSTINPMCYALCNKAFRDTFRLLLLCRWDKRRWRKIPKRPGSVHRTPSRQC
M1 antag – human M1 muscarinic receptor antagonists, primary screen, CHO-K1 cells, Fluo-8 calcium fluorescence, 1536-well; inhibition, % at 3 µM; CHO-K1 hM1, ACh EC80 antagonist; 1.3% of 360,000 active; AID 588852, 2011;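 active = percent inhibition above its own plate's cutoff, namely the mean of that plate's compound wells plus 3 SD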;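 also: peak over basal fluorescence ratio during 140 s after agonist addition; 0% = ACh EC80 plus DMSO and 100% = DMSO alone without agonist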
M1 PAM parental – nonselective calcium activators in parental CHO-K1 cells, primary screen, counter-screen for M1 PAM project, cell-based, Fluo-8 calcium fluorescence, full deck, 1536-well; activation, % at 3 µM; ATP EC20; 0% at ATP EC20, 100% at ATP max; 0.02% of 360,000 active; AID 602247, 2012;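 active = activation above the run cutoff, the mean activation of all test compounds plus 3 SD, cut at about 40% in these data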;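 also: peak over basal fluorescence ratio in a 140 s read after ATP addition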
M1 PAM – human M1 muscarinic receptor positive allosteric modulators, primary screen, CHO-K1 cells, Fluo-8 calcium fluorescence, 1536-well. activation, % at 3 µM. CHO-K1 hM1, ACh EC20; 0% = ACh EC20, 100% = maximal ACh. AID 588819, 2011. 0.088% of 360,000 active; in the data active = activation above about 19%, passing the limit was not always enough
M1 ag parental – counter-screen for M1 agonists: effect in parental CHO-K1 cells; Fluo-8 calcium fluorescence; scaled to maximal ATP response, vehicle zero; activation, % at 3 µM; AID 602248, 2012; 0.48% of 360,000 active; in the data active = activation above about 15%;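 also: untransfected CHO-K1 host cells lacking M1 receptor as counterscreen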
CHO parental Ca – ATP-evoked calcium signal inhibitors, parental CHO, primary screen, counter-screen for OX1R antagonist project, cell-based, fluorescence, Fluo-8 calcium dye. parental CHO-K1, ATP-induced calcium, Fluo-8 fluorescence. inhibition, % at 5.6 µM. 0.63% of 330,000 active. AID 463079, 2010;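 active = inhibition above that plate's mean sample inhibition plus 3 SD, cut at about 26% in these data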;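 also: 0% = ATP-challenged DMSO wells and 100% = DMSO wells without ATP; some compounds past the cut are filed as inactive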
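test system = CHO parental line | reagent = ATP stimulus | measured by = intracellular calcium via Fluo-8 no-wash fluorescent dye | control set = ATP and no-ATP DMSO wells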
* hit, by the source's call.

For COc1cc(/C=N/NC(=O)C2CCN(CC(O)COCc3ccccc3)CC2)cc(OC)c1OC (stereo not given) the results were CHO-K1 Ca antag -15, TAAR1 antagonist -7, TAAR1 agonist -1, CHRM1 agonist -8, M1 antag -7, M1 PAM parental 15, M1 PAM 10, M1 ag parental 0.9 and CHO parental Ca -7.
`CC(=O)c1c(C)[nH]c(C(=O)OCC(=O)Nc2cc(C)on2)c1C` gave CHO-K1 Ca antag -6, TAAR1 antagonist 7, TAAR1 agonist 12, CHRM1 agonist 2, M1 antag -19, M1 PAM parental 13, M1 PAM 2, M1 ag parental 0.4 and CHO parental Ca -3.
Screening CCOC(=O)NC(=O)CSc1nc2ccc(C)cc2[nH]1 returned CHO-K1 Ca antag -3, TAAR1 antagonist 25, TAAR1 agonist 5, CHRM1 agonist -3, M1 antag 0, M1 PAM parental 12, M1 PAM 11, M1 ag parental -0.7 and CHO parental Ca -3.
`Cc1ccccc1C(=O)Nc1ccccc1N1CCN(C(=O)c2ccccc2)CC1` gave CHO-K1 Ca antag 9, TAAR1 antagonist 8, TAAR1 agonist 2, CHRM1 agonist -3, M1 antag 21, M1 PAM parental -20, M1 PAM -5, M1 ag parental 2.0 and CHO parental Ca -18.
`N#CCCn1cc(C(=O)CN2C(=O)NC3(CCCCCC3)C2=O)c2ccccc21` gave CHO-K1 Ca antag -8, TAAR1 antagonist -6, TAAR1 agonist 7, CHRM1 agonist 2, M1 antag -8, M1 PAM parental 0, M1 PAM 15, M1 ag parental 0.1 and CHO parental Ca -17.
For O=C(/C(N=Nc1cccc([N+](=O)[O-])c1)=C(/O)c1ccc(Br)cc1)C(F)(F)F the results were CHO-K1 Ca antag 21, CHRM1 agonist -1, M1 antag 48*, M1 PAM parental -17, M1 PAM -20, M1 ag parental 10 and CHO parental Ca 8.
Screening Cc1cc(=O)oc2ccc(OC(=O)CC(C)C)cc12 returned CHO-K1 Ca antag -8, TAAR1 antagonist -15, TAAR1 agonist 4, CHRM1 agonist -7, M1 antag -8, M1 PAM parental 13, M1 PAM 8, M1 ag parental -0.5 and CHO parental Ca -3.
Cc1cccc(NS(=O)(=O)c2cccc(C(=O)NNC(=O)c3ccccc3O)c2)c1 was read as CHO-K1 Ca antag 3, TAAR1 antagonist 5, TAAR1 agonist 2, CHRM1 agonist -2, M1 antag 20, M1 PAM parental -8, M1 PAM -2, M1 ag parental 1.7 and CHO parental Ca -8.
Screening COc1ccccc1C(=O)Nc1ccnn1C1CCN(CCCc2ccccc2)CC1 returned CHO-K1 Ca antag -19, TAAR1 antagonist -24, TAAR1 agonist 3, CHRM1 agonist -4, M1 antag -1, M1 PAM parental 9, M1 PAM -1, M1 ag parental 2.2 and CHO parental Ca -31.
O=C(NCc1ccc(Cl)cc1)C1CCN(C(=O)c2ccco2)CC1 was read as CHO-K1 Ca antag -6, TAAR1 antagonist -10, TAAR1 agonist -2, CHRM1 agonist -10, M1 antag -7, M1 PAM parental 11, M1 PAM 17, M1 ag parental 0.2 and CHO parental Ca -8.

Two records picked at random from the list so far:
`Cc1ccccc1C(=O)Nc1ccccc1N1CCN(C(=O)c2ccccc2)CC1` gave CHO-K1 Ca antag 9, TAAR1 antagonist 8, TAAR1 agonist 2, CHRM1 agonist -3, M1 antag 21, M1 PAM parental -20, M1 PAM -5, M1 ag parental 2.0 and CHO parental Ca -18.
O=C(NCc1ccc(Cl)cc1)C1CCN(C(=O)c2ccco2)CC1 was read as CHO-K1 Ca antag -6, TAAR1 antagonist -10, TAAR1 agonist -2, CHRM1 agonist -10, M1 antag -7, M1 PAM parental 11, M1 PAM 17, M1 ag parental 0.2 and CHO parental Ca -8.

Later entries:
For CCCn1c(SCC(=O)Nc2ccc(Cl)cn2)nnc1C1CC1 the results were CHO-K1 Ca antag -5, TAAR1 antagonist -21, TAAR1 agonist 2, CHRM1 agonist -3, M1 antag -5, M1 PAM parental 13, M1 PAM 3, M1 ag parental 0.5 and CHO parental Ca -3.
For CC/C(=N\NC(=O)c1c(-c2ccccc2)noc1C)c1ccc(C)o1 the results were CHO-K1 Ca antag 0, TAAR1 antagonist -21, TAAR1 agonist 0, CHRM1 agonist -7, M1 antag -3, M1 PAM parental 2, M1 PAM 7, M1 ag parental 0.3 and CHO parental Ca -13.
Screening CCOc1ccc(N2C(=O)CC(N3CCC(O)(c4ccc(Br)cc4)CC3)C2=O)cc1 (stereo not given) returned CHO-K1 Ca antag 1, TAAR1 antagonist -20, TAAR1 agonist 5, CHRM1 agonist -1, M1 antag -8, M1 PAM parental 10, M1 PAM -6, M1 ag parental 4.6 and CHO parental Ca -8.
Screening O=C(CCCn1c(=O)[nH]c2cc(Cl)ccc2c1=O)NCCN1CCN(c2ccccc2)CC1 returned CHO-K1 Ca antag 0, TAAR1 antagonist 21, TAAR1 agonist 10, CHRM1 agonist -2, M1 antag -27, M1 PAM parental 18, M1 PAM 0, M1 ag parental 4.7 and CHO parental Ca -30.
For Cc1nn2c(N3CCN(CCO)CC3)c3c(nc2c1-c1ccccc1)CCCC3 the results were CHO-K1 Ca antag -10, TAAR1 antagonist -12, TAAR1 agonist 3, CHRM1 agonist -5, M1 antag -15, M1 PAM parental 7, M1 PAM 9, M1 ag parental 1.5 and CHO parental Ca -16.
CCCCn1nnnc1SCC(=O)NCc1ccccc1 was read as CHO-K1 Ca antag -1, TAAR1 antagonist 4, TAAR1 agonist 12, CHRM1 agonist -2, M1 antag -6, M1 PAM parental 17, M1 PAM 6, M1 ag parental -0.4 and CHO parental Ca -15.
For COc1ccccc1C(=O)NCCN1CCCC1 the results were CHO-K1 Ca antag -17, TAAR1 antagonist -26, TAAR1 agonist 1, CHRM1 agonist -5, M1 antag -10, M1 PAM parental 34, M1 PAM 6 and M1 ag parental 0.9.
For CC(C)NC(=O)c1ccccc1NC(=O)/C=C/c1ccc([N+](=O)[O-])cc1 the results were CHO-K1 Ca antag 9, TAAR1 antagonist 7, TAAR1 agonist 11, CHRM1 agonist -7, M1 antag -6, M1 PAM parental 2, M1 PAM 8, M1 ag parental -0.1 and CHO parental Ca -8.
`COCCN(C(=O)c1ccc2ccccc2c1)c1c(N)n(Cc2ccccc2)c(=O)[nH]c1=O` gave CHO-K1 Ca antag -32, TAAR1 antagonist -37, TAAR1 agonist 1, CHRM1 agonist -4, M1 antag -6, M1 PAM parental 21, M1 PAM 2, M1 ag parental 0.5 and CHO parental Ca -31.
Screening Cc1cc(F)ccc1S(=O)(=O)N1CCCOC1CNC(=O)C(=O)NCCc1ccccc1 (stereo not given) returned CHO-K1 Ca antag -6, TAAR1 antagonist -2, TAAR1 agonist 13, CHRM1 agonist 1, M1 antag -11, M1 PAM parental -7, M1 PAM 6, M1 ag parental 6.5 and CHO parental Ca -27.
Screening Cc1nn(Cc2noc(C(=O)NCC3CCCO3)n2)c(C)c1Br (stereo not given) returned CHO-K1 Ca antag -14, TAAR1 antagonist 2, TAAR1 agonist 0, CHRM1 agonist -4, M1 antag 2, M1 PAM parental 8, M1 PAM 0, M1 ag parental 0.6 and CHO parental Ca -5.
For COC(=O)c1cc(C)ccc1OCc1ccc([N+](=O)[O-])cc1 the results were CHO-K1 Ca antag 0, TAAR1 antagonist -14, TAAR1 agonist 8, CHRM1 agonist -4, M1 antag -6, M1 PAM parental -10, M1 PAM 6, M1 ag parental -0.2 and CHO parental Ca 5.
For CCN(CC)C(=O)c1c(-c2ccccc2)oc2ccc(O)cc12 the results were CHO-K1 Ca antag 3, TAAR1 antagonist -3, TAAR1 agonist 1, CHRM1 agonist 0, M1 antag -3, M1 PAM parental -14, M1 PAM 0, M1 ag parental 0.4 and CHO parental Ca -8.
O=S(=O)(c1ccc2ccccc2c1)N1CCN(c2ccc(O)cc2)CC1 was read as CHO-K1 Ca antag -1, TAAR1 antagonist 1, TAAR1 agonist 3, CHRM1 agonist 0, M1 antag 2, M1 PAM parental -7, M1 PAM 1, M1 ag parental 0.5 and CHO parental Ca 7.
Screening NC(=O)c1cc(S(=O)(=O)NC2CCCCC2)co1 returned CHO-K1 Ca antag -2, TAAR1 antagonist -8, TAAR1 agonist 6, CHRM1 agonist -4, M1 antag -8, M1 PAM parental 13, M1 PAM 8, M1 ag parental 0.2 and CHO parental Ca -10.
For CCN1CCN(c2c(Cl)cccc2NC(=O)c2ccc([N+](=O)[O-])cc2)CC1 the results were CHO-K1 Ca antag -13, TAAR1 antagonist -12, TAAR1 agonist 1, CHRM1 agonist -7, M1 antag 1, M1 PAM parental 23, M1 PAM 3, M1 ag parental 0.8 and CHO parental Ca -18.
`CCc1nc(N)c(C#N)c(-c2ccco2)c1C` gave CHO-K1 Ca antag -7, TAAR1 antagonist -18, TAAR1 agonist 81*, CHRM1 agonist -7, M1 antag -2, M1 PAM parental 19, M1 PAM 4, M1 ag parental 0.7 and CHO parental Ca -2.
Cc1ccnc(NC(=O)CCC(=O)N(CC(=O)NCC2CCCO2)Cc2ccc(F)cc2)c1 (stereo not given) was read as CHO-K1 Ca antag -15, TAAR1 antagonist -4, TAAR1 agonist 6, CHRM1 agonist -5, M1 antag -18, M1 PAM parental -4, M1 PAM 1, M1 ag parental 0.2 and CHO parental Ca -21.
`CCOC(=O)c1c(C)cc(=O)oc1C` gave CHO-K1 Ca antag -7, TAAR1 antagonist 7, TAAR1 agonist 7, CHRM1 agonist 0, M1 antag -10, M1 PAM parental 13, M1 PAM 6, M1 ag parental 0.5 and CHO parental Ca -13.

Copied from above, 2 compounds:
Screening Cc1nn(Cc2noc(C(=O)NCC3CCCO3)n2)c(C)c1Br (stereo not given) returned CHO-K1 Ca antag -14, TAAR1 antagonist 2, TAAR1 agonist 0, CHRM1 agonist -4, M1 antag 2, M1 PAM parental 8, M1 PAM 0, M1 ag parental 0.6 and CHO parental Ca -5.
For COC(=O)c1cc(C)ccc1OCc1ccc([N+](=O)[O-])cc1 the results were CHO-K1 Ca antag 0, TAAR1 antagonist -14, TAAR1 agonist 8, CHRM1 agonist -4, M1 antag -6, M1 PAM parental -10, M1 PAM 6, M1 ag parental -0.2 and CHO parental Ca 5.
